Assay outcomes: PubChem, Dana-Farber Cancer Institute and Novartis Institutes for BioMedical Research (Cambridge, Mass)
USP7 inh – inhibitors of human USP7 deubiquitinase | purified USP7, Ub-rhodamine cleavage fluorescence | inhibition, % at 20 µM | 0.3% of 47,000 active | AID 1645854, 2021
USP17 block – inhibitors of human USP17 deubiquitinase | 6.5% of 47,000 active | AID 1645855, 2021 | inhibition, % at 50 µM | purified USP17, Ub-rhodamine cleavage fluorescence, 3 h
UCHL1 inh – inhibitors of human UCHL1 deubiquitinase | Ubiquitin carboxyl-terminal hydrolase isozyme L1 (Homo sapiens), P09936 | purified UCHL1, Ub-rhodamine cleavage fluorescence | inhibition, % at 20 µM | 0.2% of 47,000 active | AID 1645859, 2021
USP30 block – inhibitors of human USP30 deubiquitinase. inhibition, % at 25 µM. purified USP30, Ub-rhodamine cleavage fluorescence. 5.3% of 47,000 active. AID 1645860, 2021. Ubiquitin carboxyl-terminal hydrolase 30 (Homo sapiens), Q70CQ3
OTUD3 block – inhibitors of human OTUD3 deubiquitinase. purified OTUD3, Ub-rhodamine fluorescence, 2 h. inhibition, % at 25 µM. 0.7% of 47,000 active. AID 1645858, 2021
USP28 inh – inhibitors of human USP28 deubiquitinase | purified USP28, Ub-rhodamine cleavage fluorescence, 30 min | 3% of 47,000 active | inhibition, % at 25 µM | Ubiquitin carboxyl-terminal hydrolase 28 (Homo sapiens), Q96RU2 | AID 1645857, 2021
USP8 inh – inhibitors of human USP8 deubiquitinase | Ubiquitin carboxyl-terminal hydrolase 8 (Homo sapiens), P40818 | purified USP8, Ub-rhodamine cleavage fluorescence, 30 min | inhibition, % at 20 µM | 4.2% of 47,000 active
Target sequence (P40818 whole entry, looked up): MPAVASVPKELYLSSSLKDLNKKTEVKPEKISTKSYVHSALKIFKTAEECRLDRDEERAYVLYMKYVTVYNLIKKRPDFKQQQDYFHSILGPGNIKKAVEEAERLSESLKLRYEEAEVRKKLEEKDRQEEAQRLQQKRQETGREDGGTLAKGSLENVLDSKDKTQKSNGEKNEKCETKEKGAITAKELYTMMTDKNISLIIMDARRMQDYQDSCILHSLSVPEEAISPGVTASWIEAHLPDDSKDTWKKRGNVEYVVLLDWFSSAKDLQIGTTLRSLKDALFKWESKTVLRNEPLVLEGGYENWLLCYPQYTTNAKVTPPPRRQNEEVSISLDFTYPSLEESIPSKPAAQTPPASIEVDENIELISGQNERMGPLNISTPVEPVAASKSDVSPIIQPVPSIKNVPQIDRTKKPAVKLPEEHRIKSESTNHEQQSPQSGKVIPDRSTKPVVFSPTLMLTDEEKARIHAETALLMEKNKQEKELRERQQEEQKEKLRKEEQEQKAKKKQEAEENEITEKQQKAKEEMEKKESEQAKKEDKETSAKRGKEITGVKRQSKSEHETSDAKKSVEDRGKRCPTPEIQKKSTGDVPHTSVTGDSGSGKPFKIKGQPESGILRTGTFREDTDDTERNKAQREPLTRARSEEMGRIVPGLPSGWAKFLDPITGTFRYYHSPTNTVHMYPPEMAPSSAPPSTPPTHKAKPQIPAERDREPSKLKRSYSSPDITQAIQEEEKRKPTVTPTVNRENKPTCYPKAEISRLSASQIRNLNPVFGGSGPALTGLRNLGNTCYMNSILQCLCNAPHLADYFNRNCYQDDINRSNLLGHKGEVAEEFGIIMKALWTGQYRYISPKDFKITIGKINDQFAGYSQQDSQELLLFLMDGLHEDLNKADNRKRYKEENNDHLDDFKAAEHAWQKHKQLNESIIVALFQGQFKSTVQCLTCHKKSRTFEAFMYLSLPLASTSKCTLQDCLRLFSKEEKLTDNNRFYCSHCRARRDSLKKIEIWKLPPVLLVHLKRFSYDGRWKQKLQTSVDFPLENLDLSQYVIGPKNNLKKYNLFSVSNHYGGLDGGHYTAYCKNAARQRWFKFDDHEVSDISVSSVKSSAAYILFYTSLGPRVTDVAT
USP10 inh – inhibitors of human USP10 deubiquitinase. Ubiquitin carboxyl-terminal hydrolase 10 (Homo sapiens), Q14694. purified USP10, Ub-rhodamine fluorescence, 60 min. AID 1645856, 2021. inhibition, % at 20 µM. 1.1% of 47,000 active
* = called active by the depositor. Rule as the data show it: active = inhibition above about 30%; inactive = the rest.

1) CN(C(=O)COc1ccc2c(=O)c(Oc3ccccc3)coc2c1)c1ccccc1
2) CN1C[C@H]2CCN(C(=O)c3ccnnc3)CC[C@H]2S1(=O)=O
3) COc1ccc(CC(=O)N2CCC3(CC2)OC(C(=O)NCC(C)C)Cn2ccnc23)cc1 (stereo not drawn)
4) Cc1ccc(CNC(=O)CCCCCn2c(=O)c3sccc3n(CC(=O)c3ccc(Cl)cc3)c2=O)cc1
5) Cc1cccc(-n2nc(-c3nc(-c4cccc(Cl)c4)no3)c3ccccc3c2=O)c1
6) Cc1noc(C)c1CSc1ncccc1C(=O)Nc1ccnn1Cc1ccco1
7) CCN1CC2(CC1=O)CN(C(=O)c1ccccc1)CCN(C(=O)C(C)C)C2 (stereo not drawn)
8) Cn1c(=O)[nH]c(=O)c2c1nc(NCc1ccco1)n2CCO

screen / no.	1	2	3	4	5	6	7	8
USP7 inh	-26.0	6.0	-0.8	8.7	3.4	1.9	3.9	1.9
UCHL1 inh	3.2	1.8	-2.8	-7.6	-0.6	-3.8	0.1	-1.3
USP17 block	12.8	-0.4	-19.4	-3.0	-3.0	14.3	4.6	0.3
USP10 inh	-1.1	0.0	0.0	-4.4	5.5	-4.3	0.3	-0.4
USP30 block	12.1	24.4	-2.1	-35.8	0.3	-82.5	24.8	19.6
USP28 inh	6.2	3.4	-8.4	2.6	-2.8	-2.3	7.6	0.4
USP8 inh	0.3	-32.5	-54.7	8.2	-1.0	0.1	12.1	1.6
OTUD3 block	6.2	9.6	0.0	10.0	-2.2	1.0	15.6	9.4

9) Cc1ccc(NC(=O)N2CC(c3nc(Cc4ccccc4)no3)C2)cc1
10) CC1CCC/C=C/C=C/C(O)CC(O)C/C=C\C=C\C(O[C@@H]2O[C@H](COC(=O)CCC(=O)O)[C@@H](O)C(O)[C@H]2O)C/C=C/C=C\C(=O)O1 (stereo partly drawn)
11) COc1ccc(CCNC(=O)C(=O)c2c(C)n(C)c3ccccc23)cc1OC
12) NC(=O)C1(N2CCCCC2)CCN(CC(=O)Nc2ccc(N3CCOCC3)cc2)CC1
13) COCCCn1c(C(=O)N2CCOCC2)cc2c(=O)n3ccccc3nc21
14) O=c1ccc(-c2cc3ccccc3o2)cn1Cc1ccccc1-c1ccccc1
15) CC(C)S(=O)(=O)N1CCCn2c(nc3ccccc32)C1
16) Cc1cccc(C(=O)OCC(=O)c2ccc3c(c2)OCCO3)c1O

screen / no.	9	10	11	12	13	14	15	16
USP7 inh	1.7	-7.5	-2.1	3.1	0.3	5.0	-0.2	-1.5
UCHL1 inh	1.7	-3.6	-0.1	2.6	-3.9	38.2*	-3.0	1.8
USP17 block	1.2	-46.1	47.6*	8.0	-19.3	48.3*	-10.6	4.6
USP10 inh	1.7	-6.5	0.0	0.2	-4.1	25.1	-2.7	-3.0
USP30 block	18.1	-72.8	0.5	12.8	-58.5	-85.7	-0.8	1.3
USP28 inh	15.9	-11.7	5.2	2.8	-13.4	62.4*	-6.4	18.6
USP8 inh	10.6	-38.5	-80.9	14.0	-29.7	84.1*	-5.5	11.4
OTUD3 block	2.0	-6.2	3.0	12.2	-4.8	46.5*	-5.9	12.2

17) COc1cc([N+](=O)[O-])c(C)cc1Sc1ccc(C)cc1
18) CC(=O)N1CCC(n2c(C)nc(C(=O)NCc3cccc(F)c3)c2C)CC1
19) Fc1ccc(CN=C2C(c3ccc4c(c3)OCCO4)=Nc3ncnn32)cc1
20) Cc1ccc(C(O)Cn2cc(C(=O)Nc3ccc(F)c(F)c3)nn2)cc1 (stereo not drawn)
21) CCn1nccc1C1CCCN1C(=O)Nc1cccc(Cl)c1 (stereo not drawn)
22) CCCCCn1c(Sc2ccc(C)cc2)nc2c1c(=O)[nH]c(=O)n2C
23) Cc1nc(N2CCOCC2)c2c(C)c(C(=O)Nc3ccc(F)cc3Cl)sc2n1
24) COc1cccc(CN=C(Nc2ccc(OC)c(OC)c2)NS(C)(=O)=O)c1

screen / no.	17	18	19	20	21	22	23	24
USP7 inh	-17.1	0.9	1.0	0.0	0.4	7.0	-0.5	3.7
UCHL1 inh	1.3	-2.7	0.6	-1.3	-2.0	7.8	0.0	3.3
USP17 block	3.6	-10.4	5.5	0.4	-2.3	34.5*	4.3	-4.4
USP10 inh	8.0	-3.9	0.2	6.7	1.8	9.2	-2.9	2.1
USP30 block	6.9	-24.9	9.6	10.0	-0.7	52.8*	7.5	28.1
USP28 inh	5.8	-11.4	9.0	1.4	-1.6	18.3	-0.8	10.8
USP8 inh	6.9	-11.1	15.9	1.7	-0.4	15.2	-2.9	2.2
OTUD3 block	-0.8	-1.3	16.6	-8.8	-4.5	18.1	-3.3	20.0

25) O=C(OCC(Cc1ccccc1)N1Cc2ccccc2C1=O)c1ccccc1Cl (stereo not drawn)
26) CNC(=O)c1cnn2c(C3CCCN(C(=O)C(C)(C)C)C3)ccnc12 (stereo not drawn)
27) O=C(CCC(=O)N(c1ccccc1)c1ccccc1)Nc1ccc(F)cc1
28) O=C(Cn1c(=O)n(CCC(=O)N2CCc3ccccc3C2)c(=O)c2ccccc21)NCCC1=CCCCC1
29) Cn1ccc(-c2nc3ccccc3[nH]2)n1
30) COc1cccc(NC(=O)c2cncc(NS(=O)(=O)c3ccccc3)c2)c1
31) COc1ccc(-c2cnc(N)nc2C2CCCN2C(=O)C2CCC2)cc1 (stereo not drawn)
32) COc1ccccc1C1CC(c2ccccc2)N(C(=O)C2CC2)c2ncnn21 (stereo not drawn)

screen / no.	25	26	27	28	29	30	31	32
USP7 inh	8.4	10.8	-43.3	11.5	-0.6	0.5	0.0	0.4
UCHL1 inh	6.3	3.4	-1.2	4.3	-0.1	-2.0	1.0	0.7
USP17 block	21.5	6.2	-4.9	14.6	11.3	-1.7	3.5	-2.8
USP10 inh	4.2	5.7	3.5	11.2	2.8	-2.5	1.8	1.1
USP30 block	-13.5	18.9	5.5	27.8	13.4	-3.9	11.4	0.0
USP28 inh	7.2	12.9	6.4	11.4	-4.4	-2.6	7.4	-2.3
USP8 inh	16.3	17.1	1.1	6.8	30.1*	-42.1	10.5	-1.0
OTUD3 block	21.0	14.1	-1.1	15.2	-2.0	6.0	2.8	-2.9

33) Cc1ccccc1Nc1nccc(C2CCCN(C(=O)C3(c4ccccc4)CC3)C2)n1 (stereo not drawn)
34) Cc1cc(=O)n(CC(=O)Nc2ccc3c(c2)OCO3)c2c1c(-c1ccccc1)nn2-c1ccccc1
35) COc1ccccc1NC(=O)C1CCCN(S(=O)(=O)N2CCOCC2)C1 (stereo not drawn)
36) CN(Cc1ccccn1)C(=O)c1cc(-c2ccn(C)n2)n2ccccc12
37) Cc1nc(Nc2ccccn2)cc(C2CCCN2S(C)(=O)=O)n1 (stereo not drawn)
38) O=C(Cc1cccc(F)c1)N1CCC(c2onc3c2CCCC3)CC1
39) CCOC(=O)CNC(=O)c1ccc(N(CC)CC)cc1
40) O=C(Nc1ccc2c(c1)OCO2)c1noc2c1CCc1sccc1-2

screen / no.	33	34	35	36	37	38	39	40
USP7 inh	-0.2	0.1	5.0	-10.8	3.8	0.2	3.1	4.6
UCHL1 inh	5.9	14.3	0.0	-6.0	-0.2	-2.1	1.2	-0.3
USP17 block	6.7	27.8	7.0	-103.1	9.4	1.9	7.7	12.3
USP10 inh	3.6	25.0	-0.1	-3.2	4.3	-0.1	3.4	17.3
USP30 block	11.3	-45.9	11.8	-217.9	26.4	-6.8	12.8	-22.2
USP28 inh	0.3	18.5	3.5	-56.0	8.0	0.6	24.0	12.9
USP8 inh	11.5	67.9*	18.8	-9.6	18.6	1.5	12.5	52.8*
OTUD3 block	6.0	15.0	3.7	-31.4	5.8	-0.4	7.1	-2.7

Single values from above.
USP7 inh result of Cc1ccccc1Nc1nccc(C2CCCN(C(=O)C3(c4ccccc4)CC3)C2)n1 (stereo not drawn) → -0.2
USP30 block result of Cc1cc(=O)n(CC(=O)Nc2ccc3c(c2)OCO3)c2c1c(-c1ccccc1)nn2-c1ccccc1 → -45.9
USP8 inh result of Cc1nc(Nc2ccccn2)cc(C2CCCN2S(C)(=O)=O)n1 (stereo not drawn) → 18.6
USP28 inh result of O=C(Cc1cccc(F)c1)N1CCC(c2onc3c2CCCC3)CC1 → 0.6

Later entries:
41) COc1ccccc1C1c2[nH]c3ccccc3c2C[C@H]2C(=O)N(CC3CCCO3)CC(=O)N12 (stereo partly drawn)
42) COc1ncccc1C(=O)N1CCCCC1c1cc(C)n2nccc2n1 (stereo not drawn)
43) CC(C)C[C@H](NC(=O)[C@@H](Cc1ccccc1)n1c(=O)[nH]c2ccccc2c1=O)C(=O)N[C@@H](Cc1ccccc1)C(=O)O
44) O=C(NCC1CCNCC1)c1ccncc1
45) Cc1cccc(-c2n[nH]n3c2nc(=O)c2ccc(C(=O)NCc4ccco4)cc23)c1
46) O=S1(=O)c2ccccc2NC(c2ccccc2F)N1Cc1ccccc1 (stereo not drawn)
47) CC(C)(C)c1cc(NC(=O)c2cccc(Cl)c2)no1
48) Cc1ccc(S(=O)(=O)Nc2ccc(C)n(CC(=O)N3CCCC(C)C3)c2=O)cc1 (stereo not drawn)

screen / no.	41	42	43	44	45	46	47	48
USP7 inh	-4.7	0.0	4.6	0.9	8.9	3.0	-11.9	1.1
UCHL1 inh	-1.1	3.1	4.9	-2.2	8.1	0.0	1.4	-3.3
USP17 block	0.0	-74.1	18.7	-5.5	-21.8	7.3	0.0	-1.3
USP10 inh	-5.0	1.4	6.5	-0.6	11.6	10.4	2.8	-2.1
USP30 block	-51.8	-1.1	21.1	-13.9	-173.9	-10.0	3.3	4.3
USP28 inh	-11.9	1.3	11.1	-11.2	-24.3	-0.2	21.3	-1.6
USP8 inh	-13.5	-5.7	-11.0	1.4	9.1	0.0	7.6	-13.7
OTUD3 block	-12.9	12.7	5.1	-1.2	-19.4	-10.7	-0.5	-2.5

49) Cc1nc(SCc2ccc([N+](=O)[O-])cc2)c2oc3ccccc3c2n1
50) COc1ccc(Cl)cc1NC(=O)C1[C@@H]2C(=O)N(Cc3ccc4c(c3)OCO4)C(=O)[C@@H]2[C@H]2c3ccccc3C=CN12 (stereo partly drawn)
51) COc1ccc(Cl)cc1N(CC(=O)N1CCN(Cc2ccccc2)CC1)S(=O)(=O)c1ccccc1
52) COc1ccccc1-c1noc2ncnc(NCCN3CCC(C)CC3)c12
53) CCOc1ccc(S(=O)(=O)Nc2cccc(-n3cnnn3)c2C)cc1
54) COc1ccccc1CNC(=O)c1nc(-c2cn(-c3ccccc3)nc2C)no1
55) O=C(COC(=O)c1cccnc1Nc1cccc(C(F)(F)F)c1)c1cc(F)ccc1F
56) CCCCc1nc2sc3c(SCC(=O)Nc4ccc(C(C)=O)cc4)ncnc3c2c2c1COC(C)(C)C2

screen / no.	49	50	51	52	53	54	55	56
USP7 inh	1.3	-114.1	2.0	-3.4	0.4	1.7	5.1	4.2
UCHL1 inh	-0.4	-154.8	4.9	-0.8	1.9	1.4	0.1	1.3
USP17 block	12.4	24.2	-1.7	-1.6	-1.2	6.7	0.3	15.6
USP10 inh	1.5	-5.2	6.9	1.6	1.5	5.3	-6.9	-2.6
USP30 block	20.1	-99.3	11.0	-13.0	3.3	16.6	-7.5	0.7
USP28 inh	-1.3	45.2*	-4.1	1.2	-2.2	5.4	-1.7	0.9
USP8 inh	2.3	72.0*	-10.1	4.0	2.2	-39.4	-18.3	0.0
OTUD3 block	-0.2	13.6	-8.1	1.5	-2.7	6.2	-2.1	-4.9

Some of these compounds in order of length of the SMILES, ascending:
55) O=C(COC(=O)c1cccnc1Nc1cccc(C(F)(F)F)c1)c1cc(F)ccc1F
51) COc1ccc(Cl)cc1N(CC(=O)N1CCN(Cc2ccccc2)CC1)S(=O)(=O)c1ccccc1
56) CCCCc1nc2sc3c(SCC(=O)Nc4ccc(C(C)=O)cc4)ncnc3c2c2c1COC(C)(C)C2

screen / no.	55	51	56
USP7 inh	5.1	2.0	4.2
UCHL1 inh	0.1	4.9	1.3
USP17 block	0.3	-1.7	15.6
USP10 inh	-6.9	6.9	-2.6
USP30 block	-7.5	11.0	0.7
USP28 inh	-1.7	-4.1	0.9
USP8 inh	-18.3	-10.1	0.0
OTUD3 block	-2.1	-8.1	-4.9

Next section
57) Cc1ccc(NC(=O)Cc2c(C)nc(-c3ncccn3)[nH]c2=O)cc1C
58) COc1cc2c(cc1OC)C(=O)NC(=CN1CCCC1c1cccn1C)N2 (stereo not drawn)
59) COc1ccc(C(=O)CSc2ccc3nnc(-c4cccnc4)n3n2)cc1
60) CCOc1ccc(CCN2C(=O)CCC2(C)C(=O)NCc2ccccc2)cc1 (stereo not drawn)

screen / no.	57	58	59	60
USP7 inh	-5.5	-10.6	0.2	-0.6
UCHL1 inh	-3.4	-12.5	-1.1	-2.7
USP17 block	-56.0	-69.4	-6.7	-2.9
USP10 inh	-1.3	-4.1	-2.5	0.0
USP30 block	-10.5	-238.2	-19.0	-0.1
USP28 inh	-10.5	-83.5	-21.5	-9.5
USP8 inh	-15.1	-48.1	4.1	-20.0
OTUD3 block	0.2	-62.6	-10.1	-6.8
